# K1F lysis inhibition: protection from phage-mediated lysis, alamar blue read-out – E. coli UTI89, K1F phage, bacterial capsule biogenesis inhibitors (AID 488966); 0.02% of 340,000 active; E. coli UTI89 K1F phage lysis, alamar blue, 2 h; higher % means a stronger effect; inhibition, % at 100 µM; hits with a dose series show IC50 in µM;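 active = phage lysis inhibition, versus mean bacterial control, above a set limit; inconclusive = no clear call, values can overlap the other calls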;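 also: capsule biogenesis inhibitors block K1F phage lysis so surviving cells raise fluorescence; higher fluorescence means more inhibition of phage lysis; actives were called in the ten point dose series up to 300 µM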
# NS5 inhibitors: Dengue-2 NS5 methyltransferase inhibitors, primary screen, biochemical, confirmation dose response (AID 588689) | Dengue-2 NS5 methyltransferase capping enzyme assay, biochemical; higher % means a stronger effect | one-dose inhibition, % at 25 µM; IC50 in µM for titrated hits | 0.3% of 340,000 active; in the data active = a potency from the dose series; inconclusive = inhibition above about 29% without an active follow-up result
# GPR55 LPI antagonism: inhibition of LPI-stimulated GPR55 beta-arrestin translocation – imaging, U2OS, beta-arrestin-GFP, LPI agonist, primary screen (AID 2013); U2OS GPR55 beta-arrestin-GFP translocation imaging, LPI antagonism; higher % means a stronger effect; inhibition, % at 10 µM; hits with a dose series show IC50 in µM; 0.13% of 290,000 active;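 active = spots per cell inhibited over 60%, with over 100 cells counted and total cytoplasm intensity under 500,000; inconclusive = wells with under 100 cells, flagged as likely toxic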;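 also: U2OS cells stably carrying GPR55 and arrestin-GFP stimulated by 5 µM LPI near EC80; imaged beta-arrestin-GFP aggregate spots per cell after agonist stimulation; plate controls were LPI-stimulated DMSO wells for no effect and DMSO wells without LPI for full effect; some results filed as inactive read as strong as hits; confirmed hits need IC50 under 10 µM and bright autofluorescent wells are also inconclusive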
# RSV antiviral HEp-2: inhibition of RSV-induced cytopathic effect – HEp-2 cells, primary 10 µM value included (AID 2391) | HEp-2 cells, RSV-induced CPE inhibition; higher % means a stronger effect | 0.13% of 310,000 active | one-dose CPE inhibition, % at 10 µM; IC50 in µM for titrated hits; in the data active = a potency from the dose series; inconclusive = CPE inhibition mostly from about 23% at the one dose, without a potency; inactive = the rest, 99 in 100 with CPE inhibition below about 21%; also: strong numbers were not always called active
# Rac1 GTP hydrolysis: MgcRacGAP GTPase-activating activity inhibitors, confirmation, biochemical, ADP Hunter fluorescence; MgcRacGAP-stimulated Rac1 GTP hydrolysis, ADP Hunter fluorescence; higher % means a stronger effect; GST-tagged Rac1 F28L mutant substrate; inhibition, % at 30 µM; hits with a dose series show IC50 in µM; 0.6% of 340,000 active; AID 624330;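 active = first-screen hits whose inhibition reached a set limit at any dose in the follow-up dose series; inconclusive = inhibition above the set first-screen limit but never retested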;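 also: fluorescence reports GDP produced by GAP-driven GTP hydrolysis; strong numbers were not always called active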
# HIV peptide binding: inhibitors of HIV fusion peptide binding, primary screen, biochemical, uHTS, fluorescence dequenching (AID 1986); cell-free peptide binding, fluorescence dequenching, 30 min; higher % means a stronger effect; inhibition, % at 20 µM; hits with a dose series show IC50 in µM; 0.3% of 290,000 active; in the data active = inhibition mostly above about 52%, no sharp cut-off; inactive = mostly below about 76%; also: some results filed as inactive read as strong as hits
# GPR35 arrestin U2OS: GPR35 antagonists blocking zaprinast-driven arrestin recruitment, primary screen, imaging, U2OS, beta-arrestin-GFP, zaprinast agonist (AID 2058); U2OS GPR35 beta-arrestin-GFP translocation imaging, zaprinast antagonism; higher % means a stronger effect; 0.052% of 290,000 active; one-dose inhibition, % at 10 µM; IC50 in µM for titrated hits;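 active = inhibition of at least 50% with at least 30 cells and total cytoplasm GFP at most 10,000,000; inconclusive = under 30 cells or total GFP of 10,000,000 plus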
# SV40 large T antigen: TAg ATPase/helicase activity blockers – biochemical (AID 1903); inhibition, % at 20 µM; hits with a dose series show IC50 in µM; 0.39% of 310,000 active; SV40 large T antigen ATPase/helicase inhibition assay; higher % means a stronger effect; in the data active = a potency from the dose series; inconclusive = inhibition mostly from about 32% at the one dose, without a potency; inactive = the rest, 99 in 100 with inhibition below about 32%; also: strong numbers were not always called active
# Salmonella PhoP GFP: inhibitors of PhoP regulon expression, primary screen, Salmonella Typhimurium, GFP reporter (AID 1863); S. Typhimurium PhoP-regulated promoter GFP reporter, 4 h; higher % means a stronger effect; inhibition, % at 50 µM, or IC50 in µM where a hit was titrated; 0.16% of 300,000 active;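 active = inhibition over 29.93%, a cutoff 3 SD above the screen mean, later confirmed by dose response; inconclusive = inhibition over 29.93% but no dose response follow-up; inactive = inhibition at most 29.93% or unconfirmed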;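 also: 0% = low Mg2+ inducing control and 100% = high Mg2+ repressing control; strong numbers were not always called active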
# NS5 inhibitors pilot replicate: also measured in NS5 inhibitors; calls as there; inhibition, %; measured here: pilot screen replicate inhibition
# * = called active by the depositor; u = inconclusive; x = not tested or not shown; [ ] = remark or other dose. Not a hit list. About 1.5% of those tested had a hit in this group.
SMILES,K1F lysis inhibition,NS5 inhibitors,GPR55 LPI antagonism,RSV antiviral HEp-2,Rac1 GTP hydrolysis,HIV peptide binding,GPR35 arrestin U2OS,SV40 large T antigen,Salmonella PhoP GFP,others
Cc1cccc(CN2CCN(Cc3ccco3)CC2)c1,-1.7%,-19%,1%,-0.7%,87µM*,-1.9%,6%,5%,-1%,
CN(c1ccccc1)S(=O)(=O)c1ccc(C(=O)Nc2nnc(-c3ccc(F)cc3)o2)cc1,x,x,10%,4.5%,x,1.9%,26%,-1%,36%,
O=C(CN1CCN(c2cccc(Cl)c2)CC1)Nc1nccs1,-0.1%,-11%,2%,u,5%,-0.9%,13%,7%,-7%,
Cc1cnc(C(=O)OCC(=O)NC(C)CCc2ccccc2)cn1 (configuration not stated),0.7%,-1%,-8%,1.4%,9%,0.2%,9%,3%,-6%,
COc1ccc(NC(=O)C2C3C=CC4(O3)C2C(=O)N(CCN2CCCCC2C)C4C(=O)NC2CCCC(C)C2C)cc1 (configuration not stated),0.6%,4%,20%,-0.1%,6%,-1.7%,-7%,17%,2%,
O=C(N/C(=C\c1cccc([N+](=O)[O-])c1)C(=O)N1CCOCC1)c1ccc([N+](=O)[O-])cc1,0.1%,-3%,-6%,2.3%,10%,-0.4%,18%,1%,3%,
CC(C)n1cc(/C(N)=N/O)c(=O)n(Cc2ccccc2)c1=O,x,x,-5%,1.4%,x,-2.5%,14%,4%,1%,
COc1ccc(CC(=O)Nc2ccc(-c3noc(-c4cccc(OC)c4)n3)cc2)cc1,-0.6%,-4%,20%,-0.9%,0%,11%,4%,3%,-10%,
Cc1cccc(CN2CCN(C3CCCC3)C(CCO)C2)n1 (configuration not stated),0.0%,5%,-1%,0.8%,6%,-0.5%,12%,2%,-1%,
COc1ccc(S(=O)(=O)N2CCC(Cc3ccccc3)CC2)cc1NC(C)=O,-0.2%,-6%,1%,1.2%,9%,0.7%,-3%,4%,4%,NS5 inhibitors pilot replicate=2.4
O=C(NCCc1ccc(C(F)(F)F)cc1)C1CCC(=O)N(CCCN2CCCC2=O)C1 (configuration not stated),0.5%,-1%,1%,-0.9%,10%,0.8%,3%,5%,-6%,
CCCSc1nnc(Cc2cc(=O)[nH]c(=O)[nH]2)n1-c1cc(C)ccc1C,0.5%,-4%,11%,2.2%,5%,-1.7%,-2%,2%,-6%,
COc1nccnc1NS(=O)(=O)c1ccc(N)cc1,0.5%,-1%,10%,x,9%,1.1%,-12%,x,x,
COc1cccc(NC(=O)CN(C)C(=O)Cc2c(C)nc3ccccc3c2C)c1,0.1%[50 µM],-9%,x,2.1%,6%,x,x,x,x,
COc1ccc(S(=O)(=O)N2CCC(C(=O)NCc3ccccn3)CC2)cc1C,0.3%,-2%,6%,1.7%,2%,1.8%,0%,5%,-4%,
COC(=O)[C@H](C)NC(=O)Nc1cc(OC)ccc1OC,-0.4%,-6%,-1%,0.9%,13%,0.3%,-2%,4%,-3%,
O=C1CN(CC(=O)Nc2ccc(SC(F)F)cc2)CCN1,0.2%,19%,3%,0.7%,-3%,0.8%,1%,16%,6%,
CC(=O)Nc1ccc(NC(=O)c2cc(C)nn2-c2ccccc2)cc1,-0.1%,3%,2%,-1.7%,-8%,-1.5%,-13%,0%,-9%,
COc1cc(/C=N/N2CCOCC2)ccc1OCc1ccccc1,1.3%,0%,-1%,3.5%,1%,-1.0%,7%,8%,-5%,
Cc1cc(NCCN(C)C)n2nc(-c3cccs3)cc2n1,0.0%,-6%,-3%,-1.7%,19%,-0.4%,-2%,21%,6%,
CN1CCN(CCC(=O)Nc2ccc(Br)cc2)CC1,-0.2%,-8%,16%,-1.1%,6%,-0.8%,6%,0%,4%,
Cc1ccc(-c2nc(CSCC(=O)NCc3cccnc3)c(C)o2)cc1,0.1%,-9%,7%,13%,3%,-1.5%,3%,0%,-1%,
Cc1ccccc1N1C(=O)c2cc(S(N)(=O)=O)c(Cl)cc2NC1C (configuration not stated),0.5%,10%,x,-3.0%,2%,x,x,-6%,-1%,
COc1cccc(NC(=O)COc2ccccc2)c1,0.1%,0%,5%,1.1%,10%,-1.0%,0%,1%,1%,
CCN(CC)S(=O)(=O)c1ccc(C(=O)Nc2nnc(COC)o2)cc1,0.1%,5%,11%,0.7%,4%,4.0%,8%,2%,2%,
# (cont.)
SMILES,K1F lysis inhibition,NS5 inhibitors,GPR55 LPI antagonism,RSV antiviral HEp-2,Rac1 GTP hydrolysis,HIV peptide binding,GPR35 arrestin U2OS,SV40 large T antigen,Salmonella PhoP GFP,others
CC(=O)c1ccc([N+](=O)[O-])c(CS(=O)(=O)c2ccccc2)c1,0.1%,11%,-5%,6.3%,-2%,1.6%,-5%,34%,0%,
CC(=O)OC(C(=O)NCS(=O)(=O)c1ccc(C)cc1)c1cccnc1 (configuration not stated),1.9%,-7%,14%,1.4%,4%,-2.4%,13%,10%,-8%,
Cc1nn(Cc2c(Cl)cccc2Cl)c(Cl)c1/C=C/C(=O)OCC(=O)NCC(F)(F)F,2.1%,-3%,2%,1.1%,4%,6.2%,2%,11%,-5%,
O=C(NC(C(=O)c1ccccc1)N1CCCCC1)c1ccccc1 (configuration not stated),1.7%,-5%,2%,1.4%,-1%,-0.8%,-8%,-4%,9%,
CC(C)c1nc2oc3c(=O)[nH]cnc3c2c2c1COC(C)(C)C2,0.2%,-7%,8%,2.0%,5%,-1.9%,2%,7%,-9%,
CCC1CCCCN1S(=O)(=O)c1ccc(NC(=O)C2CCN(C(=O)c3ccco3)CC2)cc1 (configuration not stated),-0.3%,-6%,4%,15%,9%,0.8%,3%,8%,6%,
Cc1ccc(Cn2cnc3ccccc32)cc1,9.2%,1%,-1%,-1.1%,-3%,-0.9%,7%,24%,40%,
O=c1nc2ccccc2c2n1CC(CN1CCN(Cc3ccccc3)CC1)N2 (configuration not stated),0.0%,2%,11%,-0.5%,18%,0.3%,11%,0%,-2%,
O=C(Cc1ccccc1)Nc1nc2ccccc2s1,0.5%,-3%,1%,10%,7%,1.6%,-13%,11%,0%,
Cc1ccc(N(C(C)C(=O)O)S(=O)(=O)c2c(C)n[nH]c2C)cc1 (configuration not stated),7.5%,-6%,5%,1.1%,1%,-1.9%,8%,3%,-19%,
COc1ccc(-c2cc(=O)oc3cc(OC(C)C(=O)Nc4ccc(CN5CCOCC5)cc4)ccc23)cc1 (configuration not stated),0.2%,-9%,3%,1.0%,11%,1.8%,6%,4%,-11%,
Cc1ccc(CSCCNC(=O)c2ccc(N(C)S(=O)(=O)c3ccccc3)cc2)cc1,-0.9%,-6%,4%,4.7%,2%,-1.4%,11%,3%,10%,
O=C(NC(Cc1ccccc1)C(=O)O)c1ccc(S(=O)(=O)N2CCOCC2)cc1 (configuration not stated),1.3%,-3%,1%,1.5%,3%,-1.1%,13%,1%,4%,
Cc1ccc(C(=O)CN(CCC(=O)O)S(=O)(=O)c2ccc([N+](=O)[O-])cc2)cc1,1.3%,-8%,x,1.8%,7%,x,x,16%,x,
O=c1c2c3c(sc2n2cnnc2n1Cc1ccccc1)CN(Cc1ccccc1)CC3,0.2%,5%,1%,u,1%,-2.9%,-3%,x,x,
CCOC(=O)c1c(NC(=O)COC(=O)Cn2c(C)nc3ccccc32)sc2c1CCCC2,1.0%[50 µM],1%,0%,22%,8%,2.2%,4%,3%,15%,
C#CCn1cccc(C(=O)Nc2ccc(OC)cc2)c1=O,0.1%,-9%,0%,-0.9%,9%,-1.3%,-8%,3%,-4%,
COc1cccc(C(=O)Nc2cccc(NC(=O)c3cccs3)c2)c1,0.2%,x,-10%,1.8%,18%,2.9%,1%,2%,-1%,
O=c1[nH]c2ccccc2nc1/C=C/c1ccccc1,-1.5%,12%,6%,-1.3%,-4%,3.1%,-2%,2%,-7%,
CC(C)[C@H]1C(=O)Nc2ccccc2N1C(=O)N[C@@H](Cc1ccccc1)C(=O)N[C@@H](C(=O)O)c1ccccc1,3.4%,0%,5%,-0.4%,-2%,1.5%,-7%,3%,0%,
COc1ccc(C(=O)NC2CCN(C(=O)Nc3ccccc3Cl)CC2)cc1,-1.0%,0%,-4%,0.4%,11%,0.5%,-16%,9%,1%,
COc1ccc(CC(=O)NCc2n[nH]c(=S)n2C)cc1,0.4%,-4%,1%,2.6%,2%,-0.5%,8%,10%,-2%,
CCn1cc(C(=O)N2CCCC(N3CCN(c4ccccc4C)CC3)C2)cn1 (configuration not stated),1.8%,-11%,-2%,0.2%,3%,-0.4%,4%,-2%,-1%,
Cc1nn(Cc2ccccc2Cl)c(C)c1N,-0.3%,-1%,23%,-0.6%,11%,1.1%,3%,15%,5%,
CSc1ccc(/C=N/n2c(C3CCCCC3)n[nH]c2=S)cc1,-0.1%,-5%,6%,3.9%,6%,0.1%,-2%,11%,x,
N#CC[C@H](Cc1ccccc1)N1CCN(Cc2ccccc2)CCC1=O,0.6%,-8%,4%,0.5%,7%,1.4%,-1%,8%,6%,
CCc1cc(=O)[nH]c(SCC(=O)N2CCCC2)n1,0.9%[50 µM],0%,x,0.5%,5%,x,x,12%,-1%,

# Source: PubChem BioAssay (several laboratories)
